# Menin MLL FP TR = inhibitors of human menin-MLL interaction, mutant MLL peptide | Menin + Texas Red MLL mutant peptide, fluorescence polarization | Potency, µM (titrated, usually from 61.6 µM), inactives show at the top dose FP activity change, negative = inhibition, most hits filed as inhibitors | hit rate 0.23% among 270,000; active = well fitted inhibition curve with a large enough effect in the polarisation, with a control signal flat, not every such curve was filed as active; inconclusive = small, poorly fitted or top-dose-only effect, or effect the other way, or a change in a side signal; inactive = no such curve, though single readings can be large or run the other way; the % refers to the polarisation; also: potency is read from the fitted curve at half-maximal effect; % of control where 0% means no effect; many of its hits are not listed in these tables
# A-T KAP1 phos = candidate therapy for ataxia-telangiectasia; […] A-T fibroblasts, KAP-1 phosphorylation AlphaLISA; neocarzinostatin DNA damage 30 min before lysis; Potency, µM (top dose mostly 57.5 µM), inactives show top-dose activation, most hits filed as activators; hit rate 0.19% among 320,000; AID 485349; also: potency is read from the fitted curve at half-maximal effect; % of control where 0% means no effect; nearly all actives have a fitted effect of over 45% in size
#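 hTERT-immortalized A-T patient fibroblasts ([…]), 500 cells/well in OPTI-MEM, 1% FBS, got compounds for 60 min, then NCS for 30 min at 37C. Lysates were then assayed for phospho-KAP-1 by AlphaLISA (anti-pKAP1 donor, anti-KAP1 acceptor beads), 6 hr at 25C.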
# Mito fusion yeast = mitochondrial division inhibition or fusion activation; S. cerevisiae fusion-defective mutant growth rescue, CellTiterGlo 48 h; Potency, µM (top dose mostly 46.1 µM), inactives show at the highest dose growth rescue (activation), actives largely listed as activators; hit rate 0.23% among 320,000;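 also: potency is read from the fitted curve at half-maximal effect; % of control where 0% means no effect; nearly all actives have a fitted effect of over 45% in size; temperature-sensitive fusion mutants such as fzo1-1 at 37 °C on non-fermentable ethanol glycerol medium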
#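 Luminescent cell viability in 1536-well qHTS format served as the measure of rescued growth in ts fusion-mutant S. cerevisiae cultured on non-fermentable YPEG for 48 hours at 37C.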
# TCR activator = T cell receptor activation; primary human leukocytes, anti-CD3, IL-2 HTRF, 48 h; Potency, µM (highest dose often 9.22 µM), inactives show at the top dose activation of IL-2 secretion, most hits filed as activators; 330,000 tested, under 10 active; AID 504894; also: % of control where 0% means no effect
#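 48 hr co-incubation of compounds, a-CD3 beads and primary human leukocytes; IL-2 quantified homogeneously by HTRF with anti-IL-2 K and d2 conjugates.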
# ASM inhibitor = blocks human secretory acid sphingomyelinase. P17405. placental ASM, HMU-PC fluorogenic substrate, 60 min. Potency, µM (series often up to 57.5 µM), for inactives: top-dose activity change, negative = inhibition, hits mostly inhibitors. hit rate 0.006% among 340,000. AID 504937; also: potency is read from the fitted curve at half-maximal effect
#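 qHTS format. ASM enzyme prepared from human placenta hydrolyses the fluorogenic substrate HMU-PC0 (9 uM final) over 60 min at 37 °C after a 10 min compound preincubation.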
# MLL CXXC-DNA inh = MLL CXXC-DNA interaction inhibition | MLL-CXXC / FITC-HOXA9 DNA fluorescence polarization | hit rate 0.037% among 290,000 | Potency, µM (titrated, usually from 115 µM), for the others: top-dose activity change, negative = inhibition, usual class: inhibitors; active = well fitted inhibition curve with a large enough effect in the polarisation, with a control signal flat, not every such curve was filed as active; inconclusive = small, poorly fitted or top-dose-only effect, or effect the other way, or a change in a side signal; inactive = no such curve, though single readings can be large or run the other way; the % refers to the polarisation; also: potency is read from the fitted curve at half-maximal effect
# Target sequence (Q03164 whole entry, looked up): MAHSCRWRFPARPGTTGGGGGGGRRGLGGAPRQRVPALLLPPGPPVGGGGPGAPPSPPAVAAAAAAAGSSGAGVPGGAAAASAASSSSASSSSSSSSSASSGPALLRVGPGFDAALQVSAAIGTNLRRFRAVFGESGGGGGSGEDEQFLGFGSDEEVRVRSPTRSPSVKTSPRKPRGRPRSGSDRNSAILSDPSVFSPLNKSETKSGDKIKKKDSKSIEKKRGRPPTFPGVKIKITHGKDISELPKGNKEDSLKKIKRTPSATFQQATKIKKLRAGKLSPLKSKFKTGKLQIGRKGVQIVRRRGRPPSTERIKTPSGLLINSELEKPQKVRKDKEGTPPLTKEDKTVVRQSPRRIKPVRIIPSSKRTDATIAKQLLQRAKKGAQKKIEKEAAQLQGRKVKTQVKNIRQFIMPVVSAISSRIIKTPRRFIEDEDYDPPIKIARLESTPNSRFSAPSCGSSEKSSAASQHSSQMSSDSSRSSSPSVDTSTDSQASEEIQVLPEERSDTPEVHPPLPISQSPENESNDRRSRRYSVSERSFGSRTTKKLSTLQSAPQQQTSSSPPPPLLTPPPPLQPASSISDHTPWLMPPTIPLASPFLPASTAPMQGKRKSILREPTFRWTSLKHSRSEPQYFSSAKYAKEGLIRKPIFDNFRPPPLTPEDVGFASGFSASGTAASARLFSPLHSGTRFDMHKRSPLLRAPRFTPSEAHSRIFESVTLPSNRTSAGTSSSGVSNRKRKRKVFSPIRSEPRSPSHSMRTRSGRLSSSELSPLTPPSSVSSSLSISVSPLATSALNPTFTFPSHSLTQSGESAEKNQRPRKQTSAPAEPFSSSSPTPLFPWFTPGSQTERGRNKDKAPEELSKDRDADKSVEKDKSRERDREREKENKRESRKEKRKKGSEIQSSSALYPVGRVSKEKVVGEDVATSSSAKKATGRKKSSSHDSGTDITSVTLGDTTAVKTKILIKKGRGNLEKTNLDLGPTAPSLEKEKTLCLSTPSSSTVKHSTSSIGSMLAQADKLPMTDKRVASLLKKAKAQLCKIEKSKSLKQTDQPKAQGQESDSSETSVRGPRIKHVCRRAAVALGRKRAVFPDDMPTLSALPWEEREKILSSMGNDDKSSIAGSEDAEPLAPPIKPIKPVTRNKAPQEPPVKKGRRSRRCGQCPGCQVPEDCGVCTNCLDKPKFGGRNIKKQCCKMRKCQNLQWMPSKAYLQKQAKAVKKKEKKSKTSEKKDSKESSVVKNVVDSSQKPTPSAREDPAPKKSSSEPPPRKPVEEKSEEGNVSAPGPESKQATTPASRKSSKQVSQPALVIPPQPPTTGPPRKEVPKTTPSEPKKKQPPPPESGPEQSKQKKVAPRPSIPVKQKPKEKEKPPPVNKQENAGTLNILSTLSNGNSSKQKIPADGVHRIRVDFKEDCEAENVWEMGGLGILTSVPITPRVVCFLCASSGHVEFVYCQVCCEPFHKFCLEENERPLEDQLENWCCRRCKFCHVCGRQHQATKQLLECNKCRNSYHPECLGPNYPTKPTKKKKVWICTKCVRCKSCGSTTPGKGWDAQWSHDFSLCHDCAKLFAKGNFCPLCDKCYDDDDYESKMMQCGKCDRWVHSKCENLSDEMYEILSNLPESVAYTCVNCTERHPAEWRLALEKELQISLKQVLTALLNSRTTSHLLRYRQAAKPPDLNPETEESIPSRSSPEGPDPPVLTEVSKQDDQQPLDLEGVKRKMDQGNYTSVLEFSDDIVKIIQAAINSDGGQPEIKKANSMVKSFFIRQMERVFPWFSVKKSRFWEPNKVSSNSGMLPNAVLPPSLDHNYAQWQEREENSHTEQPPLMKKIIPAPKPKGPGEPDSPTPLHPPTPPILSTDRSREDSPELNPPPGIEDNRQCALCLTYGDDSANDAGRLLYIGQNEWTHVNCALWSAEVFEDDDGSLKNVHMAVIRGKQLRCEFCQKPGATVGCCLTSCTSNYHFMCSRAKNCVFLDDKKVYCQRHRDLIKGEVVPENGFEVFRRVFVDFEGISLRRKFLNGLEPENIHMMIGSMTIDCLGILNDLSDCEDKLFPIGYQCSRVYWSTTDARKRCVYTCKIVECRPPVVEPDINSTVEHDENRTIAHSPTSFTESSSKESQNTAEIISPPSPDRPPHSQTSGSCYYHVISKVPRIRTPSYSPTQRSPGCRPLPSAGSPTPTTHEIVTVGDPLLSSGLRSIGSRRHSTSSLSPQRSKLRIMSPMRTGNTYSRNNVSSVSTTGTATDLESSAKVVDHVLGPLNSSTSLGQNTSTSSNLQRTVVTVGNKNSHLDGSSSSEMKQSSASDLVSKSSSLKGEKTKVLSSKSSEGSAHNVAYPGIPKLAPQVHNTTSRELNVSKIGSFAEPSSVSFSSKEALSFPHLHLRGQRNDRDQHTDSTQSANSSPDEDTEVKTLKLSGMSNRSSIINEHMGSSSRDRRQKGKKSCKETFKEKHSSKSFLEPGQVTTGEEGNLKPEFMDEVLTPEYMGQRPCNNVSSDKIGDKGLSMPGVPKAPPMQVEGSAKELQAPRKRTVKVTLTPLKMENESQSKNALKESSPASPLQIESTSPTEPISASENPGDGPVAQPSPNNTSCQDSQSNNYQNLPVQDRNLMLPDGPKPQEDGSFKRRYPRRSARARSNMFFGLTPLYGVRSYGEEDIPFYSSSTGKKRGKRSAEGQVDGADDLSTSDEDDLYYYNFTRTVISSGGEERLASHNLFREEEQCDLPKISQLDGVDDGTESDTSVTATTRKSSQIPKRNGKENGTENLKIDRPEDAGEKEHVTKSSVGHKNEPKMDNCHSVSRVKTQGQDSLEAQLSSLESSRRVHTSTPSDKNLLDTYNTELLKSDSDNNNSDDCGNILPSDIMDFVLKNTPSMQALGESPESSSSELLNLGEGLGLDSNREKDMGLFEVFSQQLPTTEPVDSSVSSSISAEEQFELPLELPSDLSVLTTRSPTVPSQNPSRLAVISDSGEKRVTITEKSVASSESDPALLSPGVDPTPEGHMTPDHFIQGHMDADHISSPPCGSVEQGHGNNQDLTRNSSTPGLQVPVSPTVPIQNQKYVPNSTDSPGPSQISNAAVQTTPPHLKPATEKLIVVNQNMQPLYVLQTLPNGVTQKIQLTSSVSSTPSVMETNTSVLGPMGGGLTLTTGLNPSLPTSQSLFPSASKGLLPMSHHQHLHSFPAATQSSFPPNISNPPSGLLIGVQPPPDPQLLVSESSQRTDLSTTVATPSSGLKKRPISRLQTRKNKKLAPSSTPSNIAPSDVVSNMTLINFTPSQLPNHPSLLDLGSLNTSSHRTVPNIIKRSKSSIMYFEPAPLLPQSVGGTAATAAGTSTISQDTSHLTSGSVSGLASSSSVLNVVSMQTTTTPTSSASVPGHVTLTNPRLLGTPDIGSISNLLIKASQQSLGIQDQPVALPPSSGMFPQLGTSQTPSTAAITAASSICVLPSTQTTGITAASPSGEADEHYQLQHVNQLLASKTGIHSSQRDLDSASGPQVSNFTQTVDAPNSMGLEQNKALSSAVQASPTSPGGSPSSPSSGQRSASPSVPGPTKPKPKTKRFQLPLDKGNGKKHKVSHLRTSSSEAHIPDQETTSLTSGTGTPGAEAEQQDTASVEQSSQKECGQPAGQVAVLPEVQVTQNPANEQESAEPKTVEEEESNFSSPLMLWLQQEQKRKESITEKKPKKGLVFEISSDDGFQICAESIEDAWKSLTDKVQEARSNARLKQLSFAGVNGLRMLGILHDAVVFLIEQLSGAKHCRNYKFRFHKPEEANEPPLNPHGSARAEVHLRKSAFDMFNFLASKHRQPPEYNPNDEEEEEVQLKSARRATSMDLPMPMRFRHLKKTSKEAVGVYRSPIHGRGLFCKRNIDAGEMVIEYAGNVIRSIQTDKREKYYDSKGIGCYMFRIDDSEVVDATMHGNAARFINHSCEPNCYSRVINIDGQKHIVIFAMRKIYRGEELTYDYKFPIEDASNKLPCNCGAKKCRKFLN
#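 Purified MLL-CXXC (added from a 7 uM solution) was preincubated 5 min at ambient with pinned compounds in 50 mM Tris-HCl pH 7.5, 50 mM NaCl, 1 mM DTT, 0.05% BSA. Fluorescein-labeled HOX-A9 DNA (50 nM solution) followed, 30 min, then polarization read.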
# TSG101-PTAP inh = blocks PTAP/TSG101 interaction to inhibit HIV-1 budding. 340,000 tested, under 10 active. Q99816. Potency, µM (titrated, usually from 115 µM), for inactives: at the top dose activity change, negative = inhibition, actives largely listed as inhibitors. Fluorescence polarization, FITC-PTAP peptide / Tsg101 binding. AID 493005; active = well fitted inhibition curve with a large enough effect in the main read-out, with a control signal flat, not every such curve was filed as active; inconclusive = small, poorly fitted or top-dose-only effect, or effect the other way, or a change in a side signal; inactive = no such curve, though single readings can be large or run the other way; also: potency is read from the fitted curve at half-maximal effect; % of control where 0% means no effect
#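 FP read-out: FITC-PTAP peptide, 50 nM final, binding Tsg101 binding domain, 10 uM final; 20 min, r.t.; 10 mM HEPES pH 7.5, 0.15 M NaCl, 0.01% Tween 20, 3 mM EDTA, 0.1 mM TCEP.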
# MBNL1-CUG inh = inhibitors of human MBNL1 binding to CUG repeat RNA | Potency, µM (doses to about 57.5 µM), inactives show at the top dose activity change, negative = inhibition, actives largely listed as inhibitors | Q9NR56 | hit rate 0.036% among 280,000 | TR-FRET MBNL1-His/biotin-(CUG)12 binding, 665/545 ratio | AID 2675; active = well fitted inhibition curve with a large enough effect in the signal ratio, with a control signal flat, not every such curve was filed as active; inconclusive = small, poorly fitted or top-dose-only effect, or effect the other way, or a change in a side signal; inactive = no such curve, though single readings can be large or run the other way; the % refers to the signal ratio; also: potency is read from the fitted curve at half-maximal effect; % is scaled to controls: 0 for no effect and ±100 for the full control effect
#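 TR-FRET between His-tagged MBNL1 and biotin-(CUG)12 RNA, detected with Tb anti-His antibody (0.055 ng/ul) and streptavidin-XL665 (5 nM), 60 min at room temperature. Compounds titrated 92 nM to 58 uM; 665/545 nm ratio normalized to buffer and complex controls.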
# TSHR antag = antagonists of human thyroid stimulating hormone receptor; P16473; TSHR-expressing cells, TSH-stimulated cAMP HTRF, 2 h; active compounds read low; activity change, negative = inhibition, % at 11.5 µM; hit rate 0.2% among 330,000; AID 504810;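 active = activity change below a set negative limit, meaning inhibition stronger than a set level, cut at about -70% in these data; inconclusive = activity change between two set negative limits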; also: % is scaled to controls: 0 for no effect and ±100 for the full control effect
#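 TSHR-expressing cells were treated with compounds, then stimulated with TSH at EC80 (4nM final) for 2 hours at 37 deg C. Cellular cAMP was measured by HTRF competition between lysate cAMP and cAMP-d2 for a cryptate-labelled anti-cAMP antibody.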
# a7 integrin act = activates integrin-mediated alleviation for muscular dystrophy | alpha7betagal myoblasts, beta-gal FDG fluorescence, 48 h | Potency, µM (doses to about 38.3 µM), without a hit: top-dose activation, actives largely listed as activators | hit rate 0.064% among 350,000;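 also: potency is read from the fitted curve at half-maximal effect; 100% = response of the positive control SU9516; nearly all actives have a fitted effect of over 60% in size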
#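 alpha7betagal+/- myoblasts (passage 13, 250/well) treated 48 h at 37C with compounds at 1:260 dilution of DMSO stock. Lysed, then beta-galactosidase activity read as FDG fluorescence (ex 480/em 540) after 30 min, with pre-read for autofluorescence.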
# * = called active by the depositor; ? = inconclusive; · = not tested or not shown; & = joins results of further samples; [ ] = dose if it differs, or a comment. Unless noted, calls follow the shape of the dose curve; as a rule, active = well fitted curve in the direction sought with a large enough effect; inconclusive = small, poorly fitted or top-dose-only effect, or another doubt; inactive = no such curve, though single readings can be large; an effect the other way counts as inactive or inconclusive. Some of the compounds tested; rates above refer to the full screens.
SMILES,Menin MLL FP TR,A-T KAP1 phos,Mito fusion yeast,TCR activator,ASM inhibitor,MLL CXXC-DNA inh,TSG101-PTAP inh,MBNL1-CUG inh,TSHR antag,a7 integrin act
CC1CCN(c2c([N+](=O)[O-])c(=O)oc3ccccc23)CC1,7%,5%,4%,-2%[46.1 µM],5%,2%,-3%,-29%,16,13%
CCN(CC)S(=O)(=O)c1ccc2c3c(cccc13)C(=O)N2,20%,0%,9%,1%,260%[activator],-6%,-6%,?,5,-1%
Cc1ccc(/C=C/c2onc(C)c2S(=O)(=O)N2CCC(C(=O)NC(C)(C)C)CC2)cc1,20%,0%,-5%,2%,3%,·,0%,0%,-3,6%
Cc1cc(NC(=O)c2ccccc2Cl)n(C(C)(C)C)n1,·,2%,-3%,-1%,5%,1%,2%,-20%,4,?
COc1ccc(CNC(=O)c2cccc(S(=O)(=O)N3CCN(C)CC3)c2)cc1,-11%,2%,-7%,1%,1%,10%,0%,-9%,8,5%
COc1ccc(CNC(=O)COC(=O)c2cc(S(=O)(=O)N3CCOCC3)ccc2O)cc1OC,·,-1%,·,1%,1%,·,8%,·,-11,-5%
CCCn1nnnc1NCc1ccc(F)cc1,12%,7%,-3%,-2%,3%,10%,-1%,-2%,8,-23%
COCC1CCN(C(=O)c2cc(COc3ccc(F)cc3F)on2)C1 (stereo not drawn),-2%,4%,2%,-3%,2%,-3%,3%,-19%,11,-23%
CCSc1nc(=S)cc(C)[nH]1,16%,0%,5%,1%,-1%,2%,0%,-13%,-4,4%
CCCCOC(=O)C(C)Nc1n[nH]c(=O)[nH]c1=O (stereo not drawn),0%,1%,3%,-5%,-1%,0%,-1%,-1%,0,-11%
Cc1cc2nnc(SCC(=O)OC(C)C)n2c2ccccc12,?,13%,1%,-7%,6%,-4%,-3%,2%,42,13%
Cc1ccc(NC(=O)c2ccc(-c3nn(C)c(=O)c4ccccc34)cc2)c(C)c1,3%,·,3%,5%,-10%,6%,0%,8%,-7,2%
CCC(C)(C)n1nnnc1C(c1cccnc1)N1CCN(c2cccc(C(F)(F)F)c2)CC1 (stereo not drawn),-2%,2%,-10%,-5%,-5%,-10%,-7%,-10%,-4,16%
COc1ccc2[nH]c(C(=O)NCCN3CCCCC3)cc2c1,·,3%,1%,7%,2%,17%,1%,45%[activator],2,1%
CCN1C(=NCCc2cccnc2)N[C@@H](c2ccccc2)[C@H](C(=O)OC)[C@H]1C,-22%&-9%,4%&5%,1%&-1%,4%,4%,-2%&13%,1%,-13%&-4%,30&-6,-11%
Cc1nn(-c2ccccc2)c(N2CCCCC2)c1/C=N/O,?,-5%,4%,0%,-3%,11%,-3%,4%,-13,-16%
COCCN(C(=O)CN1CCc2ccccc21)c1c(N)n(Cc2ccccc2)c(=O)[nH]c1=O,·,4%,-4%,-1%,126%[activator],·,7%,·,16,-17%
CCNC(=O)N(C)C[C@H]1N[C@@](Cc2ccccc2)(C(=O)OC)[C@H]2C(=O)N(C)C(=O)[C@@H]12,·,-1%,·,-1%,5%,·,-3%,·,-7,18%
Nc1ccc(C(=O)N/N=C2\CCCc3c2[nH]c2ccccc32)cc1,·,1%,-6%,-2%,58%[activator],6%,-11%,9%,-6,7%
CC(=O)C1=C(O)C(=O)N(CC(=O)O)C1c1ccccc1Cl (stereo not drawn),-17%,7%,5%,3%,1%,-1%,0%,1%,-4,-5%
Cc1ccccc1C(=O)Nc1ccccc1C(=O)NC1CC1,·,-8%,-4%,-7%,1%,-9%,-1%,0%,29,-25%
CCc1cccc(NC(=O)c2cnn(-c3ccccc3)c2C)c1,16%,3%,-14%,2%,-6%,4%,-2%,-7%,-6,4%
COc1ccc(C(=O)O)cc1S(=O)(=O)N(C)C,16%,2%,8%,-2%,6%,-5%,-5%,6%,9,9%
CN(C)C(=O)CCc1ccc2c3c([nH]c2c1)[C@]1(C)[C@@H](C(=O)N2CCCCC2)C[C@H](CC(=O)NCc2cccc(C(F)(F)F)c2)C(=O)N1CC3,·,15%,·,5%[46.1 µM],-2%,·,0%,·,30,13%
O=C(NC1CCN(C(=O)NC2CCCCC2)CC1)c1ccco1,8%,2%,2%,-3%,3%,11%,-8%,-15%,-2,3%
Cc1ccc(S(=O)(=O)N2CCN(C(=O)[C@H](Cc3ccccc3)NC(=O)c3ccco3)CC2)cc1C,·,-8%,-5%,3%,1%,·,0%,·,-12,-8%
CC(C(=O)O)c1n[nH]c(=O)c2ccccc12 (stereo not drawn),3%,-2%,1%,·,4%,3%,-2%,1%,7,29%[7.66 µM]
CCN(CCn1cccn1)C(=O)CC1C(=O)NCCN1Cc1ccc(OC)c(OC)c1 (stereo not drawn),-2%,6%,-2%,-5%,0%,14%,1%,4%,-5,3%
CC1CN(S(=O)(=O)c2cccc(C(=O)Nc3ccccc3N3CCOCC3)c2)CC(C)O1 (stereo not drawn),·,-3%,2%,-1%,0%,·,-2%,·,-11,4%
O=C(Nc1ccc(S(=O)(=O)Nc2nccs2)cc1)C(F)(F)F,·,·,·,3%,-1%,·,-8%,·,·,7%

# Results in ASM inhibitor, a7 integrin act and MLL CXXC-DNA inh, for some of the entries so far:
compound | ASM inhibitor | a7 integrin act | MLL CXXC-DNA inh
CC(C(=O)O)c1n[nH]c(=O)c2ccccc12 (stereo not drawn) | 4% | 29%[7.66 µM] | 3%
CCN(CCn1cccn1)C(=O)CC1C(=O)NCCN1Cc1ccc(OC)c(OC)c1 (stereo not drawn) | 0% | 3% | 14%

# An excerpt from above in order of their number in ASM inhibitor, low to high:
molecule	ASM inhibitor
CCc1cccc(NC(=O)c2cnn(-c3ccccc3)c2C)c1	-6%
Cc1nn(-c2ccccc2)c(N2CCCCC2)c1/C=N/O	-3%
CN(C)C(=O)CCc1ccc2c3c([nH]c2c1)[C@]1(C)[C@@H](C(=O)N2CCCCC2)C[C@H](CC(=O)NCc2cccc(C(F)(F)F)c2)C(=O)N1CC3	-2%
CCN(CCn1cccn1)C(=O)CC1C(=O)NCCN1Cc1ccc(OC)c(OC)c1 (stereo not drawn)	0%
CC(=O)C1=C(O)C(=O)N(CC(=O)O)C1c1ccccc1Cl (stereo not drawn)	1%

# (more compounds)
SMILES,Menin MLL FP TR,A-T KAP1 phos,Mito fusion yeast,TCR activator,ASM inhibitor,MLL CXXC-DNA inh,TSG101-PTAP inh,MBNL1-CUG inh,TSHR antag,a7 integrin act
O=C(NCCN1CCCCC1)Nc1ccc(F)cc1,6%,2%,3%,·,9%,1%,-7%,-2%,-21,16%
COc1cc(OC)c(OC)cc1/C=N/NC(=O)c1ccc(=O)n(C)c1,-3%,6%,-5%,-5%,17%,0%,-3%,·,29,?
COc1ccc(N2CCN(C(=O)c3ccc(OCc4c(C)noc4C)c(OC)c3)CC2)cc1,-16%,-2%,-1%,-1%,1%,0%,-4%,0%,0,-21%
CC(Sc1nnc(-c2ccco2)o1)C(=O)Nc1ccc(OC(F)F)cc1 (stereo not drawn),·,5%,·,10%,6%,·,-10%,·,18,23%
Cc1ccc(CC2SC(=O)NC2=O)cc1Cl (stereo not drawn),0%,-4%,-4%,6%[46.1 µM],0%,-7%,-6%,-8%,5,-30%
COc1ccc([N+](=O)[O-])cc1NC(=O)C(C)N(C)Cc1cccc(OC)c1OC (stereo not drawn),3%,2%,11%,2%[46.1 µM],-2%,-4%,0%,-3%,-1,-38%
COc1ccc(NS(=O)(=O)c2ccc(NS(=O)(=O)c3cccs3)cc2)cc1,32%[activator],-6%,3%,-5%,-4%,0%,1%,-6%,-7,2%
CCc1c(C)sc(NC(=O)c2noc(C)c2[N+](=O)[O-])c1C#N,?,-5%,-15%,-3%,-4%,16%,0%,-21%,10,-5%
CCCCOCCCNC(=O)/C=C/c1ccccc1Cl,·,·,·,0%,-1%,·,-7%,·,·,-42%
Cc1ccc(CNC(=O)C(=O)NCCC2CCCCN2S(=O)(=O)c2cccs2)cc1 (stereo not drawn),·,1%,5%,-4%,0%,·,-3%,·,-5,17%
COc1cc(C(=O)NNC(=S)NCc2ccco2)cc(OC)c1OC,0%,0%,0%,-4%,3%,8%,-9%,1%,-9,8%
CC(C)Cn1c(N)c(C(=O)COC(=O)c2ccc(F)cc2)c(=O)n(C)c1=O,20%,12%,-1%,6%,-1%,0%,-1%,4%,-11,-39%

# Source: PubChem (National Center for Advancing Translational Sciences (NCATS))
